Screening data: PubChem BioAssay, National Center for Advancing Translational Sciences (NCATS)
aSyn rescue = qHTS of alpha-syn Inhibitors; Yeast expressing alpha-synuclein, growth rescue, BacTiter-Glo, 24 h; Potency, µM (top dose mostly 46.1 µM), for inactives: at the highest dose growth rescue (activation), actives largely listed as activators; hit rate 0.14% among 370,000; AID 652106, 2013; further: potency means the concentration at half of the fitted maximal effect; % of control where 0% means no effect; nearly all actives have a fitted effect of over 65% in size
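Galactose-induced alpha-syn yeast (OD600=0.02, raffinose-pregrown) + pinned cpd, 24 hr, 30 deg C; growth by BacTiter-Glo luminescence. Growth restoration scores as activation.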
Abeta rescue = qHTS for compounds that reverse cellular toxicity of Amyloid beta (A-beta) peptide in yeast: Primary Screen; Potency, µM (series often up to 46.1 µM), for the others: top-dose growth rescue, hits mostly activators; yeast expressing A-beta42, growth rescue, OD600, 48 h; response scale: 0% DMSO, 100% iron-clioquinol control; AID 1347071, 2019; hit rate 0.063% among 410,000; further: potency means the concentration at half of the fitted maximal effect; nearly all actives have a fitted effect of over 55% in size
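Growth rescue measured by 600 nm absorbance after 48 h yeast culture at 30 C with compound. Values normalized between DMSO and an equimolar ferric chloride plus clioquinol control.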
GLP1R inv ag = qHTS of GLP-1 Receptor Inverse Agonists (Inhibition Mode). Glucagon-like peptide 1 receptor (Homo sapiens), P43220. HEK293 GLP-1R CRE-luciferase, luminescence, 24 h; GLP-1R form is constitutively active. Potency, µM (doses to about 38.3 µM), for the others: at the top dose activity change, negative = inhibition, hits mostly inhibitors. hit rate 1.6% among 410,000. AID 624417, 2012; further: potency means the concentration at half of the fitted maximal effect; on the % scale 0 is the no-effect control and ±100 the full control effect; nearly all actives have a fitted effect of over 55% in size
Target sequence (P43220 whole entry, looked up): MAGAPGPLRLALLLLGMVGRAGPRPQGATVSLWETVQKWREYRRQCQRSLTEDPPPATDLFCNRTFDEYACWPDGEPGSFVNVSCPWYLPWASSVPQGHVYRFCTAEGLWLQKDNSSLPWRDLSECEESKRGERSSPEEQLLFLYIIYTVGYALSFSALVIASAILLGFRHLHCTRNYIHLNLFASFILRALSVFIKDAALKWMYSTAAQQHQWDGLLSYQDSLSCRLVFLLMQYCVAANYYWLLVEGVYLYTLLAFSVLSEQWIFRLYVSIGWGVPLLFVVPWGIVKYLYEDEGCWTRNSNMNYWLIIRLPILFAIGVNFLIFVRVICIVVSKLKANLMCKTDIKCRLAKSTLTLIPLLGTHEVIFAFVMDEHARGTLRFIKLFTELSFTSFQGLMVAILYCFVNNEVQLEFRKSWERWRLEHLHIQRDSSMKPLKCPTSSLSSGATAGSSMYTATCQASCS
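Constitutively active GLP-1R drives a cAMP-responsive luciferase in stably transfected HEK293 cells; test compounds are added after overnight (12 h) attachment and left 24 hr, and signal loss in luminescence marks inhibition.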
GLP1R cytotox = qHTS of GLP-1 Receptor Inverse Agonists: Cytotox Screen; HEK293 cAMP-luciferase reporter cells, luminescence, 24 h; Potency, µM (titrated, usually from 38.3 µM), for the others: top-dose activity change, negative = inhibition, actives largely listed as inhibitors; hit rate 0.13% among 410,000; AID 624418, 2012;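 further: loss of luciferase light is scored as toxicity; potency means the concentration at half of the fitted maximal effect; on the % scale 0 is the no-effect control and ±100 the full control effect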
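To flag toxic compounds, the library was rerun on cells for 24 hr at 37 deg C and 5% CO2. Viability-linked luminescence was captured 12 min after adding luciferase detection reagent.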
TDP-43 yeast inh = qHTS of TDP-43 Inhibitors. TDP-43 expressing yeast growth rescue, BacTiter-Glo, 24 h. Potency, µM (doses to about 46.1 µM), without a hit: top-dose growth rescue (activation), hits mostly activators. hit rate 1.8% among 410,000. AID 652104, 2013; further: potency means the concentration at half of the fitted maximal effect; % of control where 0% means no effect; nearly all actives have a fitted effect of over 50% in size
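In this qHTS, compounds that restore growth of yeast expressing TDP-43 appear as activators. Cells (OD600=0.02, galactose medium, raffinose-pregrown) are incubated with compound 24 hr at 30 deg C and growth is quantified by BacTiter-Glo.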
MmCpn inh = Inhibitors of TCP-1 ring complex (TRiC) of Methanococcus maripaludis (MmCpn): qHTS; Chaperonin Mm-Cpn (Methanococcus maripaludis); purified Mm-Cpn ATPase, ADP Transcreener TR-FRET; Potency, µM (doses to about 76.9 µM), for the others: at the top dose activity, negative = inhibition, most hits filed as inhibitors; hit rate 0.031% among 330,000; further: potency means the concentration at half of the fitted maximal effect; on the % scale 0 is the no-effect control and ±100 the full control effect; nearly all actives have a fitted effect of over 80% in size
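Eu-cryptate anti-ADP/ADP-d2 competition gives a ratio inversely related to ADP. Enzyme at 25 nM was pre-exposed to compound for 10 min, then given 10 uM ATP for 30 min, 37°C throughout.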
FUS yeast rescue = qHTS for Suppressors of FUS Proteinopathy: Primary screen using FUS-linked yeast assay. S. cerevisiae FUS-expressing, growth rescue, OD600, 24 h. Potency, µM (highest dose often 76.6 µM), inactives show top-dose growth rescue (activation), usual class: activators. hit rate 0.24% among 390,000;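 further: potency means the concentration at half of the fitted maximal effect; plate controls were DMSO vehicle for no effect and reference control for full effect; nearly all actives have a fitted effect of over 55% in size; some results filed as inactive show a strong effect at the top dose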
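Compound concentration series was pinned onto galactose-induced FUS-expressing yeast seeded at OD 0.005. Plates sat 24hr at 30C; absorbance at 600 nm gave growth. DMSO served as background control.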
PTHR1 agonist = qHTS for PTHR1 Agonists: Primary Screen; AID 743266, 2014; hit rate 0.075% among 410,000; HEK293 GP2 PTHR1 cells, GloSensor cAMP luminescence, 1 h; Parathyroid hormone/parathyroid hormone-related peptide receptor (Homo sapiens), Q03431; Potency, µM (doses to about 115 µM), for the others: top-dose activation, most hits filed as activators; further: potency means the concentration at half of the fitted maximal effect; nearly all actives have a fitted effect of over 55% in size; some results filed as inactive show a strong effect at the top dose; inactives centre near -15; many of its hits are not listed in these tables
Target sequence (Q03431 whole entry, looked up): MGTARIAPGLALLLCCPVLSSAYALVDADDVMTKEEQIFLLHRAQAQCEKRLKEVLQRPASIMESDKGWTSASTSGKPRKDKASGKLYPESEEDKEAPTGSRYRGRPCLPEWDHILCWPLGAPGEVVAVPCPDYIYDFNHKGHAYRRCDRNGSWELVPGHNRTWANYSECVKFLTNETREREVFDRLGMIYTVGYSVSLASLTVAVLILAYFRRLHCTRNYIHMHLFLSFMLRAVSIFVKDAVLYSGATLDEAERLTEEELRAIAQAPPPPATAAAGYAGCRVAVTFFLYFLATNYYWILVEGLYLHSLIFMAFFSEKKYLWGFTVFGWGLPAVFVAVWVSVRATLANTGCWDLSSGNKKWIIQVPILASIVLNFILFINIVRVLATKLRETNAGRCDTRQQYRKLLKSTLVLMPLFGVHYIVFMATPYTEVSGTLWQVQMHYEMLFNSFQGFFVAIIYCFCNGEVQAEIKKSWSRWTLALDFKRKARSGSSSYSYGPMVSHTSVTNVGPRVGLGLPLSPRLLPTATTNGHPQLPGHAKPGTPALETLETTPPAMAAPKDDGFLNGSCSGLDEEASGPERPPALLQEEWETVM
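HEK-293-derived GP2 cells expressing PTHR1 and a GloSensor cAMP reporter, 3,000/well, plated overnight, given luciferin plus IBMX (each 0.5 mM as added) for 1 h at 37 °C, then compound for 1 h at 37 °C. Luminescence was read after 15 min at room temperature.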
Akt phos inh = HTS Assay for Inhibitors of Akt Phophorylation: Primary Screen; activity change, % for hits at 50 µM; hit rate 0.32% among 360,000; AID 651550, 2012; Neuro2A IGF-stimulated pAkt S473 HTRF, 20 min; active compounds read low; in the data active means activity change below about -80%; inconclusive means mostly about -51% to -80%; further: on the % scale 0 is the no-effect control and ±100 the full control effect
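Neuro2A cells (4,500/well, DMEM with 0.5% FBS) were treated with compound at a single 50 µM final concentration, stimulated with 6 nM IGF for 20 min at 37 °C, and lysed. Phospho-Akt Ser473 was read by HTRF as 665/615 ratio ×10^4.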
* hit, by the source's call; i = inactive; ? = inconclusive; / = no result given; & = joins results of further samples; [ ] = dose if it differs, or a comment. Unless noted, the call rests on the fitted dose curve; in most records, active means well fitted curve in the direction sought with a large enough effect; inconclusive means small, poorly fitted or top-dose-only effect, or another doubt; inactive means no such curve, though single readings can be large; an effect the other way counts as inactive or inconclusive. The list is partial; rates above refer to the full screens.

SMILES	aSyn rescue	Abeta rescue	GLP1R inv ag	GLP1R cytotox	TDP-43 yeast inh	MmCpn inh	FUS yeast rescue	PTHR1 agonist	Akt phos inh
Cc1ccc(NC(=O)C(C)OC(=O)Cc2c[nH]c3ccccc23)cc1S(=O)(=O)N1CCOCC1 (stereo not drawn)	-1%	17%	-24%	0%	-6%	1%	17%	i	i
CCCC1CC(C(=O)Nc2ccccc2)C(=O)O1 (stereo not drawn)	1%	-10%	6%	3%	-5%	/	0%	i	i
CCOC(=O)N1CCN(c2cc(N3CCN(CC)CC3)c(F)cc2[N+](=O)[O-])CC1C (stereo not drawn)	5%	14%	-21%	-26%	-13%	1%	13%	-20%[57.5 µM]	i
Cn1c(=O)c2c(-c3ccccc3)n(Cc3ccccn3)cc2n(C)c1=O	0%	-7%	17%	-9%	4%	-1%	/	-41%	i
c1ccc(-c2ccc(C3=Nn4c(nnc4-c4cc(-c5ccccc5)n[nH]4)SC3)cc2)cc1	-1%	16%	31%[activator]	-14%	?	-2%	47%	14%[57.5 µM]	i
CCc1cc(-c2nnc(SCC(=O)NC3CC3)n2C)cs1	1%	-7%	8%	-6%	-6%	1%	5%	i	i
O=C(NCCCNC(=O)c1cnccn1)c1cccc(F)c1	-9%	-4%	6%	0%	25%	0%	-10%	i	i
N#Cc1ccccc1CSc1nc(N2CCCCC2)nc(N2CCCCC2)n1	4%	?	23%	14%	4%	0%	-3%	i	i
CCC(=O)Nc1c(-c2ccc(C)cc2)nc2ccc(C)cn12	-8%	-9%	10%	3%	-13%	-3%	-3%	-7%	i
CC(C)c1cc(C(=O)N/N=C/c2ccoc2)cs1	5%	7%	-11%	0%	24%	2%	7%	i	i
O=C(NCc1cccnc1)C1CCCN1S(=O)(=O)c1ccc(Cl)cc1 (stereo not drawn)	-2%	-7%	16%	2%	-12%	2%	-13%	-43%[inhibitor]	i
CC(C)(C)OC(=O)N1CCc2onc(-c3ccccc3F)c2C1=O	0%	0%	16%	1%	18%	/	-2%	-26%	i
Cc1cc(NC(=O)C2CCCCC2)ncc1NC(=O)c1ccccn1	-11%	-24%	-4%	-9%	11%	-2%	5%	i	i
CCOC(=O)C1=C(CC)Nc2ccccc2N=C1NC(=O)CCN1C(=O)C2CCCCC2C1=O (stereo not drawn)	-14%	-12%	-25%	-1%	-33%[inhibitor]	-2%	12%	-4%	i
COc1cccc(CNC(=O)CCS(=O)(=O)c2cc3c(cc2C)NC(=O)CO3)c1	0%&6%	-3%&-4%	1%&-5%	2%&3%	-5%&21%	0%	-8%&-1%	-9%	i
Nc1ccc(S(=O)(=O)c2ccc(N)c(N)c2)cc1	3%	?	3%	12%	-7%	0%	18%	-15%	i
CC1CCCCN1S(=O)(=O)c1ccc(C(=O)Nc2ccccc2-c2nc3ccccc3s2)cc1 (stereo not drawn)	-4%	-3%	-4%	17%	-7%	-7%	-25%	i	i
O=[N+]([O-])c1cc(C(F)(F)F)ccc1SCC(O)CO (stereo not drawn)	-4%	-13%	16%	-2%	0%	0%	-2%	i	i
CO[C@@]1(NC(=O)C2SC(=C(C(N)=O)C(=O)O)S2)C(=O)N2C(C(=O)O)=C(CSc3nnnn3C)CS[C@@H]21 (stereo partly drawn)	2%	-27%	8%	-5%	?	-2%	-23%	-31%[inhibitor]	i
c1ccc2c(-c3csc(-c4ccncc4)n3)c[nH]c2c1	15%	18%	?	2%	4µM*	?	-9%	-9%	i
CC(Oc1ccc(Cl)cc1)C(=O)N(C)CC(=O)Nc1ccc(N2CCOCC2)cc1 (stereo not drawn)	0%	3%	17%	1%	3%	0%	19%	-10%	i
COC(=O)C1=CN(c2ccc(C)cc2)C(N)=C(C#N)C1c1ccc(OC)cc1 (stereo not drawn)	4%	-16%	-21%	1%	-1%	/	6%	i	i
CC(C)OCCCNC(=O)c1ccc(Br)cc1	/	3%	1%	6%	-18%	-1%	-3%	-13%	/
COc1ccc(C(=O)Nc2ccc3[nH]ncc3c2)cc1	-2%	-11%	-26%	0%	1%	-6%	-8%	-2%	i
CN(C)S(=O)(=O)N1CCN(c2cc(Cl)ccc2Cl)CC1	-10%	-4%	?	-17%	-11%	2%	13%	i	i
SMILES	aSyn rescue	Abeta rescue	GLP1R inv ag	GLP1R cytotox	TDP-43 yeast inh	MmCpn inh	FUS yeast rescue	PTHR1 agonist	Akt phos inh
CCCCN1CC(=O)N2[C@H]3c4ccccc4OC[C@@H]3[C@H](C(=O)OCC)[C@]2(C)C1=O	-8%	-1%	-3%	1%	9%	0%	-2%	i	i
COc1cccc(-n2ccnc2SCC(=O)Nc2cccc3ccccc23)c1	/	-11%	?	2%	16µM*	/	?	-31%[inhibitor]	/
Cc1cc(Br)ccc1NCc1ccccn1	1%	2%	-13%	-8%	-15%	1%	-5%	-24%	i
CCOC(=O)c1cc(-c2ccccc2)n(CCC(=O)NCc2ccccc2Cl)c1C	/	-14%	-19%	4%	-6%	/	14%	i	/
O=C(CCCC(=O)N/N=C/c1ccccc1C(=O)O)N/N=C/c1ccccc1C(=O)O	-1%	11%	8%	2%	7%	2%	4%	-6%	i
Cc1onc(-c2c(F)cccc2Cl)c1C(=O)NC(C)c1ccccc1 (stereo not drawn)	5%	14%	?	10%	?	-1%	-9%	-8%	i
O=C(c1cnc(N2CCCCC2)c2ccccc12)N1CCN(c2ccc(Cl)cc2)CC1	/	10%	?	-11%	?	/	?	-8%	/
CN(C)c1ccc(CNC(=O)c2ccc3nc(Cc4ccccc4)oc3c2)cc1	/	-1%	-26%	1%	1%	/	22%	-65%[inhibitor]	/
CC1CCCC(C)N1/N=C/c1ccc(O)cc1 (stereo not drawn)	-9%	-20%	-6%	1%	0%	1%	30%	i	i
CC(/C=N/NC(=O)c1cc(-c2ccc3ccccc3c2)n[nH]1)=C\c1ccco1	10%	-12%	?	?	0%[0.397 µM]	1%	?	i	i
CC(C)Cc1nnc(NC(=O)CSc2nc(O)c(-c3ccccc3)c(=O)[nH]2)s1	-5%	-7%	1%	0%	-10%	-5%	18%	-17%	i
O=C(C1CCCC1)N1CCC(CC2CC(c3ccc(Cl)cc3)=NO2)(C(=O)NCC2CCCCC2)CC1 (stereo not drawn)	-5%	-2%	-2%	4%	20%	1%	21%	0%	i
CN(C)C(=O)c1c(NC(=O)c2ccco2)sc2c1CCCCC2	-2%	-9%	1%	2%	2%	1%	-14%	i	i
COC(=O)C(Cc1ccccc1)N1CCS(=O)(=O)CC1 (stereo not drawn)	-2%	-10%	-5%	10%	-16%	2%	5%	-11%	i
Cc1ccc(S(=O)(=O)Nc2cccc(C(=O)NCCCN3CCOCC3)c2)cc1F	-5%	-4%	-16%	7%	3%	2%	-10%	i	i
Cc1ccc(NC(=O)c2ccccc2OCC(=O)c2ccc(F)cc2)cc1	-2%	10%	15%	7%	13%	0%	/	i	i
O=C1c2cccc3cccc(c23)C(=O)N1c1nncs1	-6%	-1%	31%[activator]	1%	5%	0%	-33%	i	/
O=C(c1cccc(F)c1)N1CCN(C(=O)c2cc(-c3ccc(Cl)cc3Cl)on2)CC1	5%	23%	10%	-7%	?	-3%	?	i	i
COc1ccc(-c2nnc(SCc3ccc(C(=O)O)cc3)n2N)cc1	4%	-9%	6%	-41%	-25%	1%	21%	i	i
CCC(=O)N(C(=O)CC)N1CCN(c2ccncc2S(=O)(=O)N2CCCCC2)CC1	1%	8%	3%	9%	-25%	-1%	36%	-2%	i
O=C(Nc1ccccc1O)c1cc(S(=O)(=O)N2CCOCC2)ccc1Cl	-3%	6%	-14%	-5%	9%	-1%	?	i	i
O=C(O)CCCCCNc1ncnc2ccc(Br)cc12	-5%	10%	-9%	3%	-13%	1%	14%	i	i
CCC(=O)N1CCC1(C)C(=O)Nc1cccc2cccnc12 (stereo not drawn)	-4%	-12%	19%	4%	5%	/	-25%	i	i
N=c1oc2cc(O)ccc2cc1C(=O)Nc1ccc(Cl)cc1	-1%	-29%	18%	399%[activator]	10%	-6%	-17%	-37%[inhibitor]	i
Cc1cc(S(=O)(=O)Nc2c(C)nc3nc[nH]n3c2=O)ccc1F	-1%	-3%	4%[7.66 µM]	8%[7.66 µM]	17%[9.22 µM]	0%	11%	i	i
CC(=O)Nc1ccc(S(=O)(=O)Nc2cc(C)cn(Cc3ccccc3)c2=O)cc1	1%	-11%	14%	-1%	5%	-1%	-11%	i	i
O=C(NC(=O)c1ccccc1)NC(=O)c1ccccc1	-3%	1%	7%	0%	17%	4%	5%	i	i
FC(F)(F)c1cc(CCN2CCNC[C@H]2Cc2cccc3ccccc23)cc(C(F)(F)F)c1	-25%	-78%[inhibitor]	?	-30%	-80%[inhibitor]	1%	40%	-18%	i

Compounds from the list above with a nitro group on carbon, in the order listed:
SMILES	aSyn rescue	Abeta rescue	GLP1R inv ag	GLP1R cytotox	TDP-43 yeast inh	MmCpn inh	FUS yeast rescue	PTHR1 agonist	Akt phos inh
CCOC(=O)N1CCN(c2cc(N3CCN(CC)CC3)c(F)cc2[N+](=O)[O-])CC1C (stereo not drawn)	5%	14%	-21%	-26%	-13%	1%	13%	-20%[57.5 µM]	i
O=[N+]([O-])c1cc(C(F)(F)F)ccc1SCC(O)CO (stereo not drawn)	-4%	-13%	16%	-2%	0%	0%	-2%	i	i
